Screening results from PubChem BioAssay.
M5 PAM: potentiates acetylcholine response at human M5 receptor | P08912 | 360,000 tested, 0.3% active | CHO-K1 hM5, Fluo-8 calcium, ACh EC20 PAM; 0% = ACh EC20, 100% = ACh EC100 | activation, % at 3 µM;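 active = activation above the run cutoff, the mean activation of all test compounds plus 3 SD, cut at about 18% in these data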
Target sequence (P08912 whole entry, looked up): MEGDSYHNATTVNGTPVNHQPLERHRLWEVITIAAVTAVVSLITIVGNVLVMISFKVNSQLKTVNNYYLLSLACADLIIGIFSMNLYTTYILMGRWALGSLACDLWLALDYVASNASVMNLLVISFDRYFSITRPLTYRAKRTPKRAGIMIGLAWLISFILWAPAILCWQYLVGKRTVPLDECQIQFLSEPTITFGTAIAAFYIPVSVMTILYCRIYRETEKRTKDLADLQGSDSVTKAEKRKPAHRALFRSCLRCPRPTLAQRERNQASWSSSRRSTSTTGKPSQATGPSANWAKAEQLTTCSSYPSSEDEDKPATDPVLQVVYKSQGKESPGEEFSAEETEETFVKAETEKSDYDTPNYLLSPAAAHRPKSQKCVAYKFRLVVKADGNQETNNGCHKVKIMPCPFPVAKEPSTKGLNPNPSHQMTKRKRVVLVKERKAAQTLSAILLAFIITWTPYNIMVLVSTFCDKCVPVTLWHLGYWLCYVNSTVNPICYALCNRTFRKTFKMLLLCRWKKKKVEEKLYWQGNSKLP
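Test system: CHO-K1 hM5 cells / Doses: single-point, 3 µM nominal / Times: Post-acetylcholine fluorescence recording 140 s / Technique: Fluo-8 calcium fluorescence / Measure: Max/basal fluorescence ratio as % of EC20–EC100 ACh window / Benchmarks: low control EC20 acetylcholine (0%), high control EC100 acetylcholine (100%) / Replicates: one well per compound, no replicates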
CHRM4 antagonist: CHRM4 antagonism in calcium assay | CHO-hM4 cells, ACh EC80, Fluo-8 calcium fluorescence | inhibition, % at 3 µM | 360,000 tested, 0.73% active | P08173;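 active = inhibition above its plate's cutoff, the mean inhibition of sample wells plus 3 SD, cut at about 27% in these data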;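 also: 0% = acetylcholine EC80 with DMSO and 100% = DMSO without agonist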
M1 antag: human CHRM1 antagonism. CHO-K1 hM1, Fluo-8 calcium fluorescence, ACh EC80 antagonist. inhibition, % at 3 µM. 360,000 tested, 1.3% active;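 active = percent inhibition above its own plate's cutoff, namely the mean of that plate's compound wells plus 3 SD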;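 also: peak over basal fluorescence ratio during 140 s after agonist addition; 0% = ACh EC80 plus DMSO and 100% = DMSO alone without agonist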
TAAR1 agonist: human TAAR1 agonism. Q96RJ0. CHO RD-HGA16 TAAR1, Fluo-8 calcium fluorescence; vehicle wells 0%, saturating PEA agonist 100%. activation, % at 3 µM. 360,000 tested, 0.99% active;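 active = activation above the mean activation of all test compounds in the run plus 3 SD, cut at about 38% in these data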
Target sequence (Q96RJ0 whole entry, looked up): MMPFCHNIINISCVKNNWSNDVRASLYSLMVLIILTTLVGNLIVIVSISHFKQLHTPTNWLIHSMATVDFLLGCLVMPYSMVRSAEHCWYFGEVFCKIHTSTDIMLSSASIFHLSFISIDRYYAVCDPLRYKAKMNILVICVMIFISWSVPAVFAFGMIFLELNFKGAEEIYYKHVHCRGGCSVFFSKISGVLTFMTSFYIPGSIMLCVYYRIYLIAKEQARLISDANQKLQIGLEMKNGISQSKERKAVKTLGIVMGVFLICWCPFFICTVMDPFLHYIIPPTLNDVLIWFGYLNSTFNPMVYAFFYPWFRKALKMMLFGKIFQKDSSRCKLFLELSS
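Assay system – CHO-derived RD-HGA16 cells with stable Gα16 and human TAAR1 · Compound dosing – one-point dosing at 3 µM (nominal) · Incubation – 17-24 h seeding, 75 min 37 °C dye, 30 min RT · Measured by – kinetic Fluo-8 calcium fluorescence · Control set – DMSO vehicle as 0%, PEA at EC100 as 100% · Repeats – single well for each compound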
M4 ag: agonists of human muscarinic M4 receptor (CHRM4); CHO-K1 hM4/Gqi5, Fluo-8 calcium fluorescence; vehicle 0%, full acetylcholine response 100%; activation, % at 3 µM; 360,000 tested, 0.14% active; AID 624127;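 active = activation above the run mean over all test wells plus 3 SD, cut at about 32% in these data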;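 also: peak over basal fluorescence ratio per well then scaled between controls; 0% = DMSO wells and 100% = acetylcholine at EC100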
CHRM1 agonist: activates human CHRM1 receptor; CHO-K1 hM1, Fluo-8 calcium fluorescence, agonist mode; 0% DMSO, 100% acetylcholine EC100; 360,000 tested, 0.33% active; AID 588814; activation, % at 3 µM; P11229;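 active = activation above the run's mean compound activation plus 3 SD, cut at about 16% in these data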;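 also: peak over basal fluorescence ratio within a 140 s kinetic read after compound addition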
M1 PAM: potentiates human M1 receptor response to acetylcholine; AID 588819; 360,000 tested, 0.088% active; P11229; CHO-K1 hM1, Fluo-8 calcium fluorescence, ACh EC20; 0% = ACh EC20, 100% = maximal ACh; activation, % at 3 µM; in the data active = activation above about 19%, passing the limit was not always enough
M5 antag: blocks acetylcholine activation of human M5 receptor; 360,000 tested, 0.59% active; inhibition, % at 3 µM; AID 624040; CHO-hM5 cells, Fluo-8 calcium fluorescence, ACh EC80;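 active = inhibition above a per-plate cutoff, the mean of that plate's test compounds plus 3 SD, cut at about 27% in these data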;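 also: 0% = acetylcholine EC80 with DMSO and 100% = DMSO without agonist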
CHRM5 agonist: agonists of human muscarinic M5 receptor (CHRM5). P08912. CHO-K1 hM5 cells, Fluo-8 calcium fluorescence; 0% DMSO wells, 100% maximal acetylcholine response. activation, % at 3 µM. 360,000 tested, 0.19% active. AID 624037;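 active = activation above the run's mean over test compounds plus 3 SD, cut at about 23% in these data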;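 also: signal is peak over basal fluorescence ratio across the kinetic read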
* marks the source's active call; other numbers are inactive results; · = not tested or not shown. Only part of the results is shown (hit frequency here may not be typical).

SMILES | M5 PAM | CHRM4 antagonist | M1 antag | TAAR1 agonist | M4 ag | CHRM1 agonist | M1 PAM | M5 antag | CHRM5 agonist
CC1CCCCN1C(=O)CNCc1ccc(F)cc1 (stereo unspecified) | -3 | -2 | -10 | 3 | 1 | -6 | 7 | 3 | -6
CC(=O)Nc1ccc2c(c1)nc1n2CCOC1 | 2 | 2 | -13 | 0 | 2 | -1 | 9 | -2 | 1
Nc1cccc2c3c(oc12)CCCC3 | -2 | 1 | 0 | -2 | 0 | -1 | 2 | -4 | 10
COC(=O)Cn1nnc(N2CCOCC2)n1 | 0 | 15 | 6 | 0 | 0 | -3 | 1 | -3 | 2
CN(CC(=O)Nc1cccc(F)c1)C(=O)C1CSC2(C)CCC(=O)N12 (stereo unspecified) | 3 | -9 | 1 | 1 | 1 | -2 | 4 | 2 | 1
Cc1ccc(C(=O)COC(=O)CSc2cccc3cccnc23)c(C)c1 | 3 | 4 | -6 | 15 | 2 | -3 | -8 | 4 | -3
CCc1noc(C)c1C(=O)OC(C)C(=O)NCc1ccc(OC)cc1 (stereo unspecified) | 4 | 9 | 1 | 0 | 1 | -4 | 2 | 4 | -2
O=C(O)/C=C\C(=O)Nc1ccccc1C(=O)NCc1ccccc1 | 1 | 4 | -18 | 1 | 0 | -4 | 2 | 2 | -2
CC1(C)Cc2cccc(OCC(=O)OCC(=O)Nc3ccc(S(N)(=O)=O)cc3)c2O1 | -1 | -21 | -6 | 0 | 5 | -3 | 2 | -4 | 0
O=C1NC(=S)S/C1=C\c1ccc(SCc2ccccc2)o1 | -5 | 10 | 4 | 5 | 9 | -1 | 3 | 5 | 3
COC(=O)/C(=C\C=C\c1ccccc1)NC(=O)c1ccccc1 | 3 | -4 | -4 | 1 | 3 | -4 | -3 | -2 | 3
CCN(CCn1cccn1)Cc1cn[nH]c1-c1ccc(OC)cc1F | 4 | -6 | -3 | 0 | 2 | -7 | 2 | 5 | -6
Cc1csc(NC(=O)CSc2nncn2C)n1 | 1 | -13 | -6 | 3 | 1 | -3 | 0 | -12 | 1
COc1ccc(CNC(=O)c2ccc[nH]2)cc1 | 2 | 5 | -3 | 3 | 0 | -3 | 8 | 6 | -1
CCOC(=O)N1CCC(NS(=O)(=O)c2ccc(C)cc2)CC1 | -5 | 8 | 0 | 0 | 2 | 1 | 1 | -2 | 1

Complete entries as entered above.
Profile of COc1ccc(CNC(=O)c2ccc[nH]2)cc1 : M5 PAM: 2; CHRM4 antagonist: 5; M1 antag: -3; TAAR1 agonist: 3; M4 ag: 0; CHRM1 agonist: -3; M1 PAM: 8; M5 antag: 6; CHRM5 agonist: -1
Profile of CC(=O)Nc1ccc2c(c1)nc1n2CCOC1 : M5 PAM: 2; CHRM4 antagonist: 2; M1 antag: -13; TAAR1 agonist: 0; M4 ag: 2; CHRM1 agonist: -1; M1 PAM: 9; M5 antag: -2; CHRM5 agonist: 1

Later entries.
SMILES | M5 PAM | CHRM4 antagonist | M1 antag | TAAR1 agonist | M4 ag | CHRM1 agonist | M1 PAM | M5 antag | CHRM5 agonist
Cn1cc(C(=O)N/N=C/c2c(O)ccc3ccccc23)ccc1=O | 3 | 0 | -6 | 1 | 1 | 0 | 9 | 10 | 1
CCCCCC1CC(CC(=O)Nc2nncs2)C(=O)O1 (stereo unspecified) | 5 | -1 | -3 | -2 | 0 | -5 | 4 | -6 | -13
O=C(CSc1nc2ccccc2o1)N/N=C/c1ccccc1C(=O)O | -3 | 11 | 0 | 3 | 0 | -2 | 1 | 2 | -1
Cc1ccc(C2(c3noc(CN(C)CC4CCCCO4)n3)CCCC2)cc1 (stereo unspecified) | -2 | 6 | 4 | 8 | 0 | -4 | -2 | -9 | 5
CC(=O)c1c(C)[nH]c(C(=O)N2CCCC(C)C2)c1C (stereo unspecified) | -6 | 11 | -4 | 1 | 15 | -2 | 0 | 10 | 1
Cc1ccccc1NC1=C(Cl)C(=O)OC1OC(=O)c1ccco1 (stereo unspecified) | -7 | 11 | -9 | 5 | 1 | -6 | -7 | 5 | -2
CCn1c(SCC(=O)c2ccc(Br)cc2)nnc1C(C)NC(=O)Cc1ccc(OC)cc1 (stereo unspecified) | -2 | 1 | -2 | 1 | 0 | -5 | 2 | 2 | 1
Cn1c(=NC(=O)c2ccccc2[N+](=O)[O-])sc2cc(S(C)(=O)=O)ccc21 | -7 | -5 | -3 | 4 | 1 | -5 | 5 | 6 | -1
Cc1cccc(OCCC(=O)NCC(c2ccco2)N2CCCCC2)c1 (stereo unspecified) | 6 | 4 | 2 | 10 | 0 | -6 | -6 | -5 | -6
Cc1ccc(-c2cc(C(=O)N/N=C/c3ccc(Cl)cc3)n[nH]2)o1 | 5 | 4 | 9 | 0 | -1 | -4 | 2 | 1 | -2
COC(=O)c1ccc(NS(=O)(=O)c2ccc(Cl)cc2)o1 | 2 | 4 | 4 | -1 | 2 | -2 | -7 | 3 | 0
CCn1c(CNC(=O)c2ccc(F)cc2)cc2ccccc21 | -2 | -9 | -10 | 1 | 4 | -5 | 4 | 5 | 0
O=C(NC1CC1)C1CCN(C2CCN(C(=O)Cc3ccc(F)cc3)CC2)CC1 | 5 | -4 | -2 | 1 | 1 | -5 | 5 | 2 | -3
COc1ccc(CN(C)C(=O)c2cccc(S(=O)(=O)N3CCc4ccccc43)c2)c(OC)c1 | -15 | -14 | -10 | 0 | 6 | -5 | 3 | -5 | -10
Cc1cc(CNC(=O)C2CCC(=O)N(CCc3ccc(Cl)cc3)C2)no1 (stereo unspecified) | -4 | 1 | 3 | 0 | 0 | -3 | 0 | 20 | -3
CCOc1ccc(S(=O)(=O)NCCc2cn3ccccc3n2)cc1 | 3 | -2 | -3 | 3 | 2 | -4 | 9 | 12 | -5
CCn1cc([N+](=O)[O-])c(C(=O)N2N=C(c3ccc4ccccc4c3)CC2c2ccccc2O)n1 (stereo unspecified) | 6 | 10 | -35 | 6 | 6 | -1 | 11 | 6 | -1
CC(C)(C)NC(=O)C(c1ccccc1)n1c(=O)c(-c2ccco2)nc2ccccc21 (stereo unspecified) | -1 | 8 | · | 0 | 1 | · | · | 3 | 1
O=C(c1noc2c1CCCC2)N1CCc2ccccc2C1 | -1 | 3 | -15 | 55* | 1 | -5 | 19 | 2 | -2
N#Cc1cc(-c2ccccc2)cn(Cc2c(Cl)cccc2Cl)c1=O | -2 | 11 | -8 | 9 | 0 | -6 | 1 | 1 | -2
O=C(CSc1ccc2nnc(-c3ccccc3)n2n1)N1CCCc2ccccc21 | -12 | 0 | 0 | 12 | 8 | -1 | -8 | 13 | 0
C=CCSc1nsc(NC(=O)Nc2cccc(C(C)=O)c2)n1 | -26 | 1 | 39* | 10 | 19 | 6 | -16 | 22 | 13
O=[N+]([O-])c1cc(S(=O)(=O)Nc2ccccc2)ccc1NCc1ccccc1 | -5 | 6 | 9 | 0 | 1 | -6 | -4 | 6 | -2
Cn1c(=O)oc2cc(S(=O)(=O)Nc3cccc4c3CCCC4)ccc21 | -11 | -9 | 1 | 12 | 7 | 0 | 1 | -2 | -9
S=c1[nH]nc(-c2ccccn2)n1/N=C/c1ccc(Cl)c(Cl)c1 | 6 | -5 | -19 | -1 | 1 | -2 | 18 | 3 | 1
CCN(CCCNC(=O)c1c(C)cc(=O)oc1C)c1cccc(C)c1 | -4 | -4 | 11 | 16 | 2 | -14 | -11 | 4 | 1
Cc1cc(C)n2c(SCc3nnc(-c4cccs4)o3)nnc2n1 | -4 | 5 | -15 | · | 1 | -1 | 13 | -13 | -2
Cc1cc2ccccc2c(=O)n1CC(=O)NCC(=O)N1CCCC(C)C1 (stereo unspecified) | 3 | -12 | 0 | -1 | 1 | -5 | 2 | -6 | -3
COc1ccccc1NC(=O)Nc1nn(C)c2cccc(OC)c12 | -1 | 2 | -6 | 0 | 0 | 4 | 4 | -2 | -1
COc1ccc(NC(=O)COc2ccc(C(=O)OCC(=O)N(C)C3CCS(=O)(=O)C3)cc2OC)cc1 (stereo unspecified) | 3 | 9 | -16 | 1 | 2 | -2 | 12 | 8 | 2
CC(C)[C@H](NC(=O)[C@@H]1Cc2ccccc2CN1)C(=O)Nc1ccc2c(c1)OCCO2 | 0 | -1 | 7 | 0 | 1 | -5 | -5 | 4 | -2
Cc1oc2cc(O)ccc2c(=O)c1-c1cnn(-c2ccccc2)c1 | -2 | 2 | -7 | 0 | 2 | 5 | 5 | -8 | -4
COc1ccc(C=CC(=O)c2ccc(OC)c(OC)c2O)cc1OC | 4 | -11 | -23 | 19 | 6 | -4 | 8 | 0 | 14
O=C(CCc1nc(-c2ccccc2)no1)NCCc1ccccc1 | -1 | -1 | -8 | · | 4 | -2 | 3 | -2 | 2
CCOc1ccc2nc(SCC(=O)NC(=O)C(C)C)sc2c1 | 8 | -8 | -2 | 1 | 2 | -2 | 5 | 0 | -4

Filtered by structure: the entries above with an aryl methoxy group
SMILES | M5 PAM | CHRM4 antagonist | M1 antag | TAAR1 agonist | M4 ag | CHRM1 agonist | M1 PAM | M5 antag | CHRM5 agonist
CCc1noc(C)c1C(=O)OC(C)C(=O)NCc1ccc(OC)cc1 (stereo unspecified) | 4 | 9 | 1 | 0 | 1 | -4 | 2 | 4 | -2
CCN(CCn1cccn1)Cc1cn[nH]c1-c1ccc(OC)cc1F | 4 | -6 | -3 | 0 | 2 | -7 | 2 | 5 | -6
COc1ccc(CNC(=O)c2ccc[nH]2)cc1 | 2 | 5 | -3 | 3 | 0 | -3 | 8 | 6 | -1
CCn1c(SCC(=O)c2ccc(Br)cc2)nnc1C(C)NC(=O)Cc1ccc(OC)cc1 (stereo unspecified) | -2 | 1 | -2 | 1 | 0 | -5 | 2 | 2 | 1
COc1ccc(CN(C)C(=O)c2cccc(S(=O)(=O)N3CCc4ccccc43)c2)c(OC)c1 | -15 | -14 | -10 | 0 | 6 | -5 | 3 | -5 | -10
COc1ccccc1NC(=O)Nc1nn(C)c2cccc(OC)c12 | -1 | 2 | -6 | 0 | 0 | 4 | 4 | -2 | -1
COc1ccc(NC(=O)COc2ccc(C(=O)OCC(=O)N(C)C3CCS(=O)(=O)C3)cc2OC)cc1 (stereo unspecified) | 3 | 9 | -16 | 1 | 2 | -2 | 12 | 8 | 2
COc1ccc(C=CC(=O)c2ccc(OC)c(OC)c2O)cc1OC | 4 | -11 | -23 | 19 | 6 | -4 | 8 | 0 | 14
